Smad3 inh: Smad3 (human) transcription factor binding inhibition. P84022. TR-FRET Smad3/Dy647-FoxH1 peptide binding, europium anti-His. inhibition, % at 25 µM. actives 0.29% (n = 88,000);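 active = compounds that reduce the energy-transfer binding signal between the protein and its labelled peptide by more than half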;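 note: 0% = Smad3 plus labelled peptide maximal FRET and 100% = peptide-only background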
Target sequence (P84022 whole entry, looked up): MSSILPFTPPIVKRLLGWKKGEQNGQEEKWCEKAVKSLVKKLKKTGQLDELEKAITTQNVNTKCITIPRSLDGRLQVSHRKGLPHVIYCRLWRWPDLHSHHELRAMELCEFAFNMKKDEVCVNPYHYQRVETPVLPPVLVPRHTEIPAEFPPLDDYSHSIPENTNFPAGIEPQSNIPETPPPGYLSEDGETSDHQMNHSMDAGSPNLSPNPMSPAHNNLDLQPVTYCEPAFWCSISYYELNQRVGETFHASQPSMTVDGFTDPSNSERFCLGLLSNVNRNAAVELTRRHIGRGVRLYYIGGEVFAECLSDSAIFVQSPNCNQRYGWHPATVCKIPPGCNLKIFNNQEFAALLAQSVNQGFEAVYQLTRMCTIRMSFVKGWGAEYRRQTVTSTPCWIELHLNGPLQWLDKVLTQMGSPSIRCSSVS
TNFa cytotox: HUVEC cytotoxicity counter-screen, TNF alpha stimulated | actives 0.17% (n = 93,000) | cell count reduction, % at 2 µM | HUVEC TNFalpha-stimulated, Hoechst cell count, imaging;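 active = cell count reduction exceeding the screen mean by over 5 SD, scaled to untreated wells per plate, cut at about 78% in these data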;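 note: cells counted after 24 h of TNF alpha exposure following the 1 h pretreatment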
sEH act: activators of human soluble epoxide hydrolase; purified human sEH enzymatic activity, activator screen; activation, % at 2 µM; actives 0.04% (n = 91,000); AID 717; in the data active = activation above about 37%; note: values of inactives mirror those of a sister screen read the other way
Target sequence (P34913 whole entry, looked up): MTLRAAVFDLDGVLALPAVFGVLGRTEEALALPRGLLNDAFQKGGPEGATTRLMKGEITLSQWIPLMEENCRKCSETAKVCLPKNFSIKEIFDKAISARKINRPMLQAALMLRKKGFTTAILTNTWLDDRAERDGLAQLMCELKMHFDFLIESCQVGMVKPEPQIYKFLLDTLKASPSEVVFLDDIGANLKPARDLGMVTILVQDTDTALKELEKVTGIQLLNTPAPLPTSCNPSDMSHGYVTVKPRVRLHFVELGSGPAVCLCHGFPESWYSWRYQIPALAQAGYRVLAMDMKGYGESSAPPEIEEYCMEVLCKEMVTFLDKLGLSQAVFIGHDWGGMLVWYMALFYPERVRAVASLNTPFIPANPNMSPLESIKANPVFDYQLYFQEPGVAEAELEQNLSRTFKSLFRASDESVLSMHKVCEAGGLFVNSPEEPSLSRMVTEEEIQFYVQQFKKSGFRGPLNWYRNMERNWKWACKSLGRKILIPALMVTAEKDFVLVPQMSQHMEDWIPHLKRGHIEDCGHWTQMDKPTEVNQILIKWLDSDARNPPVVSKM
VCAM1 TNFa inh: reduces TNF alpha induced VCAM1 expression in HUVEC. HUVEC TNFa-induced VCAM-1 immunofluorescence, high-content imaging. inhibition, % at 2 µM. actives 0.48% (n = 95,000);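 active = inhibition above the batch mean plus 3 SD, with images confirmed as a hit by eye, cut at about 37% in these data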;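 note: 0% = TNF-stimulated DMSO wells and 100% = unstimulated control wells; not every result past the cut was called active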
cytoskel mod: modifiers of cytoskeleton assembly | actives 0.18% (n = 91,000) | inhibition, % at 2 µM | HUVEC TNFa F-actin phalloidin imaging, high content;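 active = inhibition above the batch mean plus 3 SD and confirmed as a hit by visual image inspection, cut at about 30% in these data, passing the limit was not always enough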; note: strong numbers were not always called active
HUVEC tox IL1B: HUVEC cytotoxicity counter-screen, IL-1B stimulated; cell count reduction, % at 2 µM; HUVEC cell count loss, Hoechst imaging; actives 0.41% (n = 94,000);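 active = cell count reduction more than 3 SD above the screen-wide mean, cut at about 70% in these data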;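 note: normalized per plate to untreated control cells as the no-loss baseline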
Candida biofilm: kills Candida albicans biofilms | C. albicans biofilm + clotrimazole, Alamar Blue | inhibition, % at 6 µM | actives 0.14% (n = 85,000);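 active = inhibition above 20%; inactive = inhibition below 20%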;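 note: preformed 24 hr biofilms exposed to compound for 48 hr; 0% = biofilm without compound and 100% = blank killed by clotrimazole plus chlorhexidine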
sEH inh: inhibitors of human soluble epoxide hydrolase; P34913; recombinant human sEH enzymatic activity assay; inhibition, % at 2 µM; actives 0.34% (n = 91,000); in the data active = inhibition above about 80%; note: values of inactives mirror those of a sister screen read the other way; many of its hits are not listed in these tables
ERb coact inh: blocks coactivator binding to human estrogen receptor beta; TR-FRET ER-beta LBD / SRC1-Cy5 peptide binding; receptor agonist-loaded with 1 µM estradiol; inhibition, % at 25.6 µM; Q92731; actives 1.3% (n = 86,000);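 active = compounds whose percent inhibition of the receptor-coactivator binding signal exceeds about 50% in the single-dose screen, limit read from the data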;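 note: 0% = receptor plus peptide wells without compound and 100% = peptide-only wells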
* hit, by the source's call; / = no result given; [ ] = dose if it differs, or a comment.

A first look, 8 compounds:
#	SMILES	Smad3 inh	VCAM1 TNFa inh	sEH inh	Candida biofilm	TNFa cytotox	ERb coact inh	sEH act	HUVEC tox IL1B	cytoskel mod
1	Cc1cc(C)c(NC(=O)CN(c2ccccc2)S(=O)(=O)N(C)C)c(C)c1	-6.1	4.2	-7.8	5.2	0.0	41.9	8.8	-1.1	-2.3
2	COc1cc(OC)cc(-c2n[nH]c(=S)n2-c2cc(OC)ccc2OC)c1	-0.1	-20.8	11.2	4.4	32.5	-12.9	-12.8	-1.1	/
3	Cc1occc1-c1nnc(SCC(=O)Nc2nccs2)n1Cc1ccco1	3.9	0.6	-4.8	6.0	-0.5	11.9[fluorescence artefact?]	5.3	-25.7	-6.2
4	Cc1ccccc1N1OC2C(=O)N(c3ccc(F)cc3)C(=O)C2C1c1ccccn1 (stereo unspecified)	1.4	14.4	-4.6	4.3	-3.9	-4.8	7.8	-20.6	16.0
5	O=C(O)C=C1C2CC3CC(C2)CC1C3	20.4[fluorescence artefact?]	8.1	/	2.8	0.4	6.3[fluorescence artefact?]	/	6.5	-9.6
6	c1ccc(Sc2ncnc3c2oc2ccccc23)cc1	16.9	22.1	14.7	7.2	-8.7	-1.2	-13.1	-1.0	7.5
7	Cc1nn(CCOc2ccccc2)c(=O)n1-c1cccc(F)c1	/	1.9	-0.8	/	-4.7	/	2.8	2.2	15.2
8	Cc1ccc(C(C(=O)NC2CCCCC2)N(Cc2ccco2)C(=O)Cc2c[nH]c3ccccc23)o1 (stereo unspecified)	/	-4.3	-6.2	/	-3.6	/	8.1	-17.4	-39.7

The whole of this part, repeating the preview:
#	SMILES	Smad3 inh	VCAM1 TNFa inh	sEH inh	Candida biofilm	TNFa cytotox	ERb coact inh	sEH act	HUVEC tox IL1B	cytoskel mod
1	Cc1cc(C)c(NC(=O)CN(c2ccccc2)S(=O)(=O)N(C)C)c(C)c1	-6.1	4.2	-7.8	5.2	0.0	41.9	8.8	-1.1	-2.3
2	COc1cc(OC)cc(-c2n[nH]c(=S)n2-c2cc(OC)ccc2OC)c1	-0.1	-20.8	11.2	4.4	32.5	-12.9	-12.8	-1.1	/
3	Cc1occc1-c1nnc(SCC(=O)Nc2nccs2)n1Cc1ccco1	3.9	0.6	-4.8	6.0	-0.5	11.9[fluorescence artefact?]	5.3	-25.7	-6.2
4	Cc1ccccc1N1OC2C(=O)N(c3ccc(F)cc3)C(=O)C2C1c1ccccn1 (stereo unspecified)	1.4	14.4	-4.6	4.3	-3.9	-4.8	7.8	-20.6	16.0
5	O=C(O)C=C1C2CC3CC(C2)CC1C3	20.4[fluorescence artefact?]	8.1	/	2.8	0.4	6.3[fluorescence artefact?]	/	6.5	-9.6
6	c1ccc(Sc2ncnc3c2oc2ccccc23)cc1	16.9	22.1	14.7	7.2	-8.7	-1.2	-13.1	-1.0	7.5
7	Cc1nn(CCOc2ccccc2)c(=O)n1-c1cccc(F)c1	/	1.9	-0.8	/	-4.7	/	2.8	2.2	15.2
8	Cc1ccc(C(C(=O)NC2CCCCC2)N(Cc2ccco2)C(=O)Cc2c[nH]c3ccccc23)o1 (stereo unspecified)	/	-4.3	-6.2	/	-3.6	/	8.1	-17.4	-39.7
9	Cc1ccc(Cn2c(SCC(=O)NCc3ccco3)nc3ccsc3c2=O)cc1	-3.4	6.0	/	5.1	-24.9	2.4	/	-17.3	4.3
10	COc1ccc(Cn2nnnc2C(c2ccncc2)N2CCOCC2)cc1 (stereo unspecified)	13.5	-1.6	2.0	9.2	0.4	0.8	-6.2	-0.7	8.2
11	COc1ccc(-n2c(Cc3cccn3C)nnc2SCC(N)=O)cc1	-5.6	10.6	3.7	15.7	-20.2	-1.1	-3.8	12.2	-6.7
12	COc1cc(NS(C)(=O)=O)c(OC)cc1NC(=O)c1ccccc1	10.5	16.9	2.0	1.5	-22.8	42.7[fluorescence artefact?]	0.3	8.7	5.5
13	O=C(CSc1nnc(-c2ccccc2)o1)Oc1ccc(Br)cc1	8.9	-2.4	-10.2	4.7	-8.6	5.7[fluorescence artefact?]	10.3	/	11.7
14	CCCN(CCC)S(=O)(=O)c1ccc(C(=O)N2CCOCC2)cc1	12.4	18.1	12.5	8.0	-26.9	-5.2	-10.6	3.9	2.6
15	O=C(Nc1ncn[nH]1)C(F)(F)C(F)F	12.9	3.1	-10.2	-2.7	-4.2	-6.4[fluorescence artefact?]	8.0	31.4	-6.3
16	CCOc1ccc(-c2noc(CCCC(N)=O)n2)cc1OC	1.9	15.4	1.3	4.7	-15.4	-12.7	-4.1	1.9	-0.2
17	CN(CC(=O)Nc1ccccc1C(=O)N1CCCC1)S(=O)(=O)c1ccc(Br)cc1	-3.3	14.4	12.1	-1.1	-15.5	-20.5	-10.9	13.7	2.2
18	COc1ccc(C2NC(=O)c3sc(=S)n(-c4ccccc4)c3N2)cc1 (stereo unspecified)	-4.0	-1.4	-11.3	5.0	3.4	-3.4[fluorescence artefact?]	9.1	-1.0	8.7
19	Cc1occc1C(=O)NCc1cccc(CNC(=O)c2ccoc2C)c1	8.9[fluorescence artefact?]	-4.7	3.0	9.7	/	-8.3[fluorescence artefact?]	-4.8	-4.8	-6.5
20	CC(Nc1ccc(Br)cn1)c1cc(Cl)ccc1O (stereo unspecified)	12.7	3.5	-0.5	2.3	-17.1	-11.9	3.4	33.6	5.2
21	COc1ccc(S(=O)(=O)N2CCN(C(=O)c3ccco3)CC2)cc1OC	18.7	9.3	-15.8	6.2	-23.0	-4.2	11.8	-6.7	-2.7
22	COc1cccc2c(=O)n(CC(=O)Nc3ccc(F)cc3F)ccc12	6.7	9.4	-7.3	-4.3	-38.6	1.9	6.2	1.7	-5.1
23	CCOC(=O)c1sc(NC(=O)CCCCCN2C(=O)c3cccc4cccc(c34)C2=O)nc1C	/	6.0	-26.0	/	-16.6	/	28.9	0.4	11.1
24	Cc1n[nH]c(C)c1S(=O)(=O)Nc1ccc2c(c1)OCCO2	-1.7	7.1	14.8	2.3	-2.8	7.2	-11.5	-15.3	-38.5
25	O=c1cc(N2CCCCC2)c(-c2ccccc2)nn1Cc1cccc(Cl)c1	/	8.4	1.1	/	0.0	/	4.8	-7.1	9.6
26	Cc1cc(CC(C)C)n(-c2nc3ccccc3c(=O)n2OCc2ccccc2)n1	-3.0	-1.9	/	3.3	-10.6	1.1	/	19.0	-10.7
27	CCCc1[nH]nc2c1C(c1ccc(O)cc1OCC)C(C#N)=C(N)O2 (stereo unspecified)	/	12.2	12.9	/	-23.0	/	-14.7	14.8	-14.4
28	CCc1nc2oc3ccccc3c(=O)c2c(=O)n1Cc1ccc(OC)cc1	11.8[fluorescence artefact?]	/	-6.6	2.2	/	16.7	8.0	-0.5	21.2
29	Cc1c(N(C)C(=O)C23CC4CC(CC(C4)C2)C3)c(=O)n(-c2ccccc2)n1C	-3.9	4.5	/	3.8	-27.1	-5.6	/	2.5	-15.3
30	Cc1sc2nc(C)n(/N=C/c3ccccc3O)c(=O)c2c1C	7.8	8.1	2.4	6.8	-4.6	4.6[fluorescence artefact?]	-0.5	-17.8	-13.9
31	O=C(CCNS(=O)(=O)c1ccc(Cl)cc1)N1CCC2(O)CCCCC2C1 (stereo unspecified)	-4.6	2.6	8.7	-0.8	-26.9	1.3	-8.5	-19.2	-3.4
32	Cc1cc2nc3c(nc2cc1C)C1(C(=O)O)CCC3(C)C1(C)C (stereo unspecified)	5.5	21.2	3.0	-4.0	1.4	11.2	-2.4	10.5	10.1
33	Cc1ccc(OCCC(=O)Nc2c(C)n(C)n(-c3ccccc3)c2=O)cc1	9.3	-3.2	7.8	6.4	-10.5	-1.8	-5.1	25.1	15.1
34	C=CCN1C(=O)CSc2ccc(C(=O)NCc3ccco3)cc21	3.9	-16.4	/	-2.0	-1.6	-7.9	/	-22.2	4.4
35	COc1ccc(OC)c(NC(=O)CSc2nnnn2-c2ccc3c(c2)OCO3)c1	-0.9	9.9	-0.5	2.5	-24.7	24.0[fluorescence artefact?]	0.8	-2.6	-22.8
36	Cc1ccc(NC(=O)CSc2nnc([C@@H]3CCCN3C(=O)OC(C)(C)C)o2)c(C)c1	-2.3	-19.3	-4.9	6.1	14.7	15.5	4.1	10.7	-27.1
37	NC(=O)C(c1cccc(Cl)c1)c1ncc(C(F)(F)F)cc1Cl (stereo unspecified)	/	23.5	4.4	/	-1.2	/	-2.4	-36.6	-8.4
38	CCOC(=O)C1CCN(C(c2cc3cc(C)cc(C)c3[nH]c2=O)c2nnnn2C2CCCCC2)CC1 (stereo unspecified)	17.1[fluorescence artefact?]	12.5	7.7	4.8	-11.0	22.5[fluorescence artefact?]	-5.4	-2.9	5.5
39	O=c1oc(-c2ccccc2)nc2sc3c(c12)CCCC3	20.5	16.6	0.3	4.3	-15.6	-3.6	-3.8	-9.6	0.8
40	CCOc1ccc(C(c2c(O)nc(SC)n(C)c2=O)c2c(O)nc(SC)n(C)c2=O)cc1	/	11.6	-1.0	/	-28.7	/	5.3	6.6	-8.8
41	Cc1cccc(N2CCN(C(=O)c3ccc(NS(=O)(=O)c4c(C)noc4C)cc3)CC2)c1C	-1.9	-8.2	7.9	1.1	12.5	-1.6	-7.9	3.0	-11.1
42	CN(C)c1ccc(-c2noc(-c3ccccc3O)n2)cc1	3.2	8.9	-9.9	6.5	-28.1	16.2	8.4	26.6	-2.1
43	Clc1ccc2[nH]c3c(N4CCC5(CC4)OCCO5)ncnc3c2c1	/	-10.0	-7.3	/	-0.4	/	10.8	20.8	-36.3
44	COc1cccc2sc(Nc3nnc(-c4cccs4)o3)nc12	-5.1	6.5	4.3	4.5	-22.0	14.3[fluorescence artefact?]	-5.7	-1.1	6.2
45	Cc1ccc(C)c(NC(=O)CSc2ncnc3nc[nH]c23)c1	/	9.0	-16.2	/	-22.7	/	13.9	-6.7	-1.4
46	N#Cc1nc(COc2ccccc2)oc1N1CCN(Cc2ccccc2)CC1	13.6	8.0	/	1.9	-13.1	-5.7	/	-8.6	-16.4
47	Cn1c(=O)[nH]c(=O)c2[nH]c(CN3CCN(C(=O)c4ccco4)CC3)nc21	-8.3	10.1	2.0	6.3	-8.1	1.5	-0.7	-20.2	11.3
48	CC(=O)Cc1ccccc1OCC(=O)O	3.2	47.2	5.0	1.8	30.2	-6.6	-3.5	17.1	1.4
49	Cc1ccc(OCc2nnc(SCC(=O)Nc3cccc4ccccc34)n2-c2ccccc2)cc1	1.7	10.9	-7.2	5.8	20.9	-5.4[fluorescence artefact?]	13.2	22.3	2.4
50	Cc1ccccc1Cn1ccc(NC(=O)c2cnn3cccnc23)n1	-4.2	6.8	2.8	6.2	-31.3	26.9[fluorescence artefact?]	1.0	-17.0	2.6

Next records.
#	SMILES	Smad3 inh	VCAM1 TNFa inh	sEH inh	Candida biofilm	TNFa cytotox	ERb coact inh	sEH act	HUVEC tox IL1B	cytoskel mod
51	COc1ccccc1/C=c1\sc2nc(-c3cccs3)nn2c1=O	-2.3	13.8	-9.3	7.5	-16.9	17.3[fluorescence artefact?]	9.4	-6.6	8.4
52	COc1ccc(Nc2oc(COc3ccc(Cl)cc3)nc2C#N)cc1	11.8	14.1	4.3	4.1	-11.9	-3.0[fluorescence artefact?]	-5.0	-2.9	-11.3
53	CCOC(=O)Cc1nnc2c(Nc3ccc(Cl)cc3)nc3nonc3n12	-2.3	2.0	18.8	8.3	-17.2	-5.1	-19.8	33.3	49.7
54	CCOC(=O)C(C#N)c1ccccn1 (stereo unspecified)	4.6	-0.6	-6.0	8.4	0.4	-3.7	7.7	17.4	-0.9

High-throughput results: PubChem, several laboratories

Only part of the results is shown. The share of hits here may be higher or lower than overall.
